Source: PubChem BioAssay (several laboratories)
PLAP inhibitors HTS = PLAP enzyme inhibitors, biochemical, luminescence, HTS (AID 690); hit rate 0.08% among 96,000; purified PLAP, luminescent substrate; higher % means a stronger effect; inhibition, % at 20 µM, or IC50 in µM where a hit was titrated; in the data active = a potency from the dose series; inactive = the rest, 99 in 100 with inhibition below about 30%; note: strong numbers were not always called active
NFkB transloc pot = enhancers of NFkB p65 translocation in HUVEC – imaging, IL-1B stimulus, high-content imaging, primary screen; HUVEC IL-1B NFkB p65 nuclear translocation imaging; activation, % at 2 µM; hit rate 0.3% among 94,000; AID 819, 2007;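 active = activation above 40%, about the mean plus 3 SD, also judged a hit on visual image review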;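 note: percent activation is computed from the nuclear over cytoplasmic p65 intensity ratio; values of inactives mirror those of a sister screen read the other way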
NFkB transloc inh = inhibitors of IL-1B driven NFkB p65 nuclear import, primary screen, imaging, HUVEC, IL-1B stimulus, high-content imaging | HUVEC IL-1B NFkB p65 nuclear translocation imaging | inhibition, % at 2 µM | hit rate 0.43% among 94,000 | AID 796, 2007;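 active = inhibition above about 30% together with a positive call from visual inspection of the well image, limit read from the data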;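 note: nuclear over cytoplasmic p65 intensity ratio measured by imaging; 0% = IL-1B stimulated DMSO wells and 100% = unstimulated DMSO wells; values of inactives mirror those of a sister screen read the other way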
Bcl-B displacement = displacers of TR3 peptide from Bcl-B, primary screen, selectivity assay for Bfl-1 inhibitor project, biochemical, fluorescence polarization; displacement, % at 20 µM; hits with a dose series show IC50 in µM; hit rate 0.11% among 96,000; FP displacement of FITC-TR3 peptide from Bcl-B; higher % means a stronger effect;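 active = displacement above 50% at 20 µM plus a fluorescence interference ratio under 1.5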;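 note: plate controls were wells without compound for no effect and wells lacking Bcl-B protein for full effect; a part of the inactive calls stands beside numbers as strong as those of hits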
MRP reversal = reversal of MRP1-mediated doxorubicin resistance, primary screen, H69AR cells, doxorubicin co-treatment. H69AR cells + 2 uM doxorubicin, CellTiter-Glo, 72 h. differential viability (reversal), % at 10 µM. hit rate 0.04% among 85,000. AID 602, 2007;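 active = viability drop by adding the cancer drug above about 55%, with treated viability meeting a 40% cutoff, limit read from the data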;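 note: viability without doxorubicin minus viability with 2 µM doxorubicin for each compound; larger differential means the compound sensitizes cells more to doxorubicin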
MRP reversal cytotoxicity = recorded beside MRP reversal, whose call it bears; viability, %; H69AR cells, CellTiter-Glo, 72 h; measured here: cytotoxicity without doxorubicin
MRP reversal with doxorubicin = further read-out of MRP reversal, marked with its call; viability, %; measured here: viability with 2 uM doxorubicin; stronger effect = lower value
NFkB transloc inh cell count 2 µM = recorded beside NFkB transloc inh, whose call it bears; cell count; measured here: cells passing quality filter;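 raw number of nuclei counted in each imaged well without normalization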
NFkB transloc pot cell count 2 µM = further read-out of NFkB transloc pot, marked with its call; cell count; measured here: cells passing quality filter
* = called active by the depositor; nt = not tested or not shown. The list is partial; rates above refer to the full screens.

no.	SMILES	Bcl-B displacement	MRP reversal	MRP reversal cytotoxicity	PLAP inhibitors HTS	NFkB transloc pot	NFkB transloc inh cell count 2 µM	MRP reversal with doxorubicin	NFkB transloc inh	NFkB transloc pot cell count 2 µM
1	Cc1ccc(-c2cc(N)n(-c3ccccc3)n2)cc1	-4%	-12	84	-4%	-67	140*	95	67*	140
2	CCOC(=O)c1sc(=S)n(CC)c1NC(=O)CC	-2%	1	82	-15%	29	170	80	-29	170
3	CC1=C(C#N)C(c2ccoc2)C(C(=O)OCc2ccccc2)=C(N)S1 (configuration not stated)	-2%	-7	82	-4%	6	126	89	-6	126
4	CCCCOC(=O)c1ccc(NC(=O)CSc2nncn2C)cc1	-11%	0	93	-64%	1	103	94	-1	103
5	Oc1ccc(-c2nccc(-c3cccs3)n2)cc1	2%	nt	nt	11%	-1	167	nt	1	167
6	Cc1ccc(S(=O)(=O)NNC(=O)c2sc3nc(C)cc(C)c3c2-n2cccc2)cc1	3%	nt	nt	-69%	0	116	nt	0	116
7	Cc1nc2ccccc2n1/N=C/c1ccc([N+](=O)[O-])o1	nt	nt	nt	nt	15	138	nt	-15	138
8	Cc1ccc(OCc2nc(-c3ccccn3)n[nH]2)cc1	-7%	-25	33	-156%	2	167	58	-2	167
9	CCc1ccc(NC(=O)CCc2nc3cccnc3n2Cc2ccc(OC)cc2)cc1	0%	-4	18	28%	nt	nt	22	nt	nt
10	COCC(C)n1c(C)cc(C(=O)CN2C(=O)NC3(CCCCC3C)C2=O)c1C (configuration not stated)	9%	-3	90	-17%	-3	92	93	3	92
11	COC(=O)c1ccccc1NC(=O)Nc1ccc(C(=O)N2CCCC2)cc1	-6%	-13	92	-12%	8	148	106	-8	148
12	CCOC(=O)c1sc(NCc2ccco2)c(-c2nc3ccccc3s2)c1N	-72%	7	59	-44%	nt	nt	52	nt	nt

no.	SMILES	Bcl-B displacement	MRP reversal	MRP reversal cytotoxicity	PLAP inhibitors HTS	NFkB transloc pot	NFkB transloc inh cell count 2 µM	MRP reversal with doxorubicin	NFkB transloc inh	NFkB transloc pot cell count 2 µM
13	CC(C)C(=O)Nc1nnc(-c2ccccc2)o1	1%	-1	95	4%	-15	25	96	15	25
14	Cc1occc1-c1nnc(SCC(=O)NCc2cccs2)n1-c1ccc(F)cc1	-7%	5	69	-40%	28	127	63	-28	127
15	c1ccc(-n2ncc3c(N4CCN(c5ccccn5)CC4)nc(N4CCCCCC4)nc32)cc1	4%	3	67	-37%	13	142	64	-13	142
16	OCCNc1nc(N2CCCC2)nc(N2CCCC2)n1	nt	-3	87	nt	-13	164	90	13	164
17	CCSc1ccccc1C(=O)NCc1ccc(OC)cc1	-7%	8	93	13%	10	191	85	-10	191
18	CCOc1ccc(-c2cn(S(=O)(=O)c3cccc4nsnc34)nc2N)cc1	2%	18	94	-31%	1	131	75	-1	131
19	O=c1[nH]ncc2c3ccccc3n(Cc3ccc(F)cc3)c12	-6%	nt	nt	-14%	-8	116	nt	8	116
20	Cc1ccc(-c2nnc3ccc(SCC(=O)Nc4cc(C)on4)nn23)cc1	-7%	-9	70	18%	-15	136	79	15	136
21	COc1ccccc1OCC(=O)Nc1ccc(S(=O)(=O)Nc2cc(C)nc(C)n2)cc1	-6%	6	100	-7%	31	109	94	-31	109
22	N#CCCn1c2ccccc2c2nc3ccccc3nc21	-3%	-12	72	-11%	20	126	84	-20	126
23	N#Cc1c(SCC(=O)N2CCCCC2)nsc1SCC(=O)N1CCCCC1	-4%	25	101	17%	1	110	76	-1	110
24	COc1cc(C)c(C(C)C)cc1S(=O)(=O)NCCCn1ccnc1	2%	-13	80	-63%	11	99	93	-11	99

14 entries out of the list, arranged by formula weight, lowest first:
no.	SMILES	Bcl-B displacement	MRP reversal	MRP reversal cytotoxicity	PLAP inhibitors HTS	NFkB transloc pot	NFkB transloc inh cell count 2 µM	MRP reversal with doxorubicin	NFkB transloc inh	NFkB transloc pot cell count 2 µM
13	CC(C)C(=O)Nc1nnc(-c2ccccc2)o1	1%	-1	95	4%	-15	25	96	15	25
8	Cc1ccc(OCc2nc(-c3ccccn3)n[nH]2)cc1	-7%	-25	33	-156%	2	167	58	-2	167
22	N#CCCn1c2ccccc2c2nc3ccccc3nc21	-3%	-12	72	-11%	20	126	84	-20	126
19	O=c1[nH]ncc2c3ccccc3n(Cc3ccc(F)cc3)c12	-6%	nt	nt	-14%	-8	116	nt	8	116
17	CCSc1ccccc1C(=O)NCc1ccc(OC)cc1	-7%	8	93	13%	10	191	85	-10	191
24	COc1cc(C)c(C(C)C)cc1S(=O)(=O)NCCCn1ccnc1	2%	-13	80	-63%	11	99	93	-11	99
11	COC(=O)c1ccccc1NC(=O)Nc1ccc(C(=O)N2CCCC2)cc1	-6%	-13	92	-12%	8	148	106	-8	148
10	COCC(C)n1c(C)cc(C(=O)CN2C(=O)NC3(CCCCC3C)C2=O)c1C (configuration not stated)	9%	-3	90	-17%	-3	92	93	3	92
12	CCOC(=O)c1sc(NCc2ccco2)c(-c2nc3ccccc3s2)c1N	-72%	7	59	-44%	nt	nt	52	nt	nt
18	CCOc1ccc(-c2cn(S(=O)(=O)c3cccc4nsnc34)nc2N)cc1	2%	18	94	-31%	1	131	75	-1	131
9	CCc1ccc(NC(=O)CCc2nc3cccnc3n2Cc2ccc(OC)cc2)cc1	0%	-4	18	28%	nt	nt	22	nt	nt
23	N#Cc1c(SCC(=O)N2CCCCC2)nsc1SCC(=O)N1CCCCC1	-4%	25	101	17%	1	110	76	-1	110
21	COc1ccccc1OCC(=O)Nc1ccc(S(=O)(=O)Nc2cc(C)nc(C)n2)cc1	-6%	6	100	-7%	31	109	94	-31	109
15	c1ccc(-n2ncc3c(N4CCN(c5ccccn5)CC4)nc(N4CCCCCC4)nc32)cc1	4%	3	67	-37%	13	142	64	-13	142

Going on with the list:
no.	SMILES	Bcl-B displacement	MRP reversal	MRP reversal cytotoxicity	PLAP inhibitors HTS	NFkB transloc pot	NFkB transloc inh cell count 2 µM	MRP reversal with doxorubicin	NFkB transloc inh	NFkB transloc pot cell count 2 µM
25	COCC(C)NC(=O)c1ccccc1OC(C)=O (configuration not stated)	-8%	-2	98	-5%	2	88	100	-2	88
26	CCn1c(SCc2cccc(C(=O)O)c2)nnc1-c1ccccc1	-2%	-23	81	-13%	-1	99	104	1	99
27	CCC(=O)N1CCN(c2nc(-c3ccc(Cl)cc3)cs2)CC1	nt	11	96	nt	-6	92	85	6	92
28	CCOc1ccc2nc(NC(=O)C3CCCN(S(=O)(=O)c4cccc5nonc45)C3)sc2c1 (configuration not stated)	3%	8	56	8%	5	144	48	-5	144
29	CCOc1ccccc1NC(=O)N1CCCC1C(=O)Nc1nnc(CC)s1 (configuration not stated)	-2%	6	91	-13%	7	92	85	-7	92
30	CCn1nc(NC(=O)c2ccccn2)c2cc3cccc(C)c3nc21	-3%	-12	72	5%	51*	163	85	-51	163*
31	CO/N=C/c1ccc(N2CCN(C(=O)c3cccc(C(F)(F)F)c3)CC2)c([N+](=O)[O-])c1	0%	nt	nt	-24%	nt	nt	nt	nt	nt
32	O=C(CSc1ccc2nnc(-c3ccccc3)n2n1)NCc1ccc2c(c1)OCO2	-4%	-5	76	19%	-3	188	81	3	188
33	CCOc1ccc(S(=O)(=O)Nc2ccccc2C(=O)Nc2ccccc2N2CCOCC2)cc1	-2%	8	94	-36%	-5	87	86	6	87
34	Nc1nonc1-c1nc2ccccc2n1CC(=O)NC1CCCC1	-28%	-9	87	-1%	nt	nt	97	nt	nt
35	Cc1cc(C(=O)CSc2nnnn2C)c(C)n1CCc1ccc(Cl)cc1	-8%	-11	66	12%	-12	74	77	12	74
36	COc1ccc(C(C#N)N2CCCCC2)cc1OC (configuration not stated)	18%	-8	97	12%	-10	203	105	10	203

no.	SMILES	Bcl-B displacement	MRP reversal	MRP reversal cytotoxicity	PLAP inhibitors HTS	NFkB transloc pot	NFkB transloc inh cell count 2 µM	MRP reversal with doxorubicin	NFkB transloc inh	NFkB transloc pot cell count 2 µM
37	CCOC(=O)c1cnc(SCC(=O)Nc2ccccc2C(=O)OC)nc1N	nt	3	87	nt	29	131	84	-29	131
38	CCCCN(CCCC)CCn1cnc2c([nH]c3ccc(OC)cc32)c1=O	1%	-1	80	14%	2	39	80	-2	39
39	CC(=O)OC(C(=O)Nc1ccccc1)C(C)S(=O)(=O)c1ccccc1 (configuration not stated)	7%	19	82	-6%	1	79	63	-1	79
40	Cc1ccc(C(=O)C(C)OC(=O)c2n[nH]c(=O)c3ccccc23)cc1 (configuration not stated)	-10%	nt	nt	19%	1	165	nt	-1	165
41	CCOC(=O)c1c(-c2ccc(OC)cc2)csc1NC(=O)CSc1ccccc1	-5%	nt	nt	24%	9	148	nt	-9	148
42	O=C(CN1CCN(c2ncccn2)CC1)N1CCCc2c1c(=O)oc1ccc(O)cc21	nt	-6	59	nt	7	104	65	-7	104
43	CCOc1cc(CNCCSc2nnnn2C)cc(Br)c1OCc1ccccc1	-3%	nt	nt	-96%	-3	170	nt	3	170
44	CCN(CC)S(=O)(=O)c1ccc(-c2ccc(S(=O)(=O)N(CC)CC)cc2)cc1	2%	8	82	9%	4	194	75	-4	194
45	O=C1C2C3C=CC(C3)C2C(=O)N1Cc1ccc(CN2C(=O)C3C4C=CC(C4)C3C2=O)cc1 (configuration not stated)	-4%	9	99	26%	-2	82	89	2	82
46	Cc1ccc(C(=O)CSc2nc(N)cc(=O)[nH]2)cc1	-4%	18	101	-2%	7	120	83	-7	120
47	COc1ccc(NC(=O)c2cc3ccccc3o2)cc1	-2%	-4	50	24%	nt	nt	55	nt	nt
48	COc1ccc(CCNC2CC(=O)N(C)C2=O)cc1OC (configuration not stated)	-6%	11	105	-12%	-18	82	95	18	82

no.	SMILES	Bcl-B displacement	MRP reversal	MRP reversal cytotoxicity	PLAP inhibitors HTS	NFkB transloc pot	NFkB transloc inh cell count 2 µM	MRP reversal with doxorubicin	NFkB transloc inh	NFkB transloc pot cell count 2 µM
49	O=C(Cn1nnc(-c2ccccc2)n1)OCc1ccccc1	0%	nt	nt	7%	9	180	nt	-9	180
50	Cc1sc2nc(CSc3nc4ccccc4c(=O)n3CCCN3CCOCC3)[nH]c(=O)c2c1C	-181%	-11	10	-60%	nt	nt	21	nt	nt
51	Cc1cc(N2CCc3ccccc32)n2ncnc2n1	nt	10	82	nt	-2	170	72	2	170
52	Cc1cnc(C(=O)OCC(=O)N2CCN(C(=O)c3ccco3)CC2)cn1	-3%	18	103	3%	5	187	85	-5	187
53	Cn1c(=O)c2cn3ncccc3c2n(C)c1=O	7%	-9	80	20%	1	148	89	-1	148
54	O=C(NCCc1cn2ccccc2n1)c1ccccc1F	-14%	1	96	-6%	-6	106	95	6	106
